S100A4 MyoIIA – blocks human S100A4 binding to myosin IIA peptide; inhibition, % at 10.7 µM; 360,000 compounds, 0.14% hits; S100A4/TAMRA-MyoIIA peptide fluorescence polarization; P26447; AID 652163;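 active = mean inhibition of at least 70% across replicates, with every replicate also reaching that level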
Target sequence (P26447 whole entry, looked up): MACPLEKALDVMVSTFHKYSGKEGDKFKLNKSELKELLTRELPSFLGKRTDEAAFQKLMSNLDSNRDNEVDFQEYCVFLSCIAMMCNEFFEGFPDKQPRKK
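Test system: S100A4 monomer protein. Medium: HEPES buffer with Ca2+, pH 7.2. Reagent: fluorescent myosin IIA peptide, 5 nM. Compound dosing: single-point compound testing. Timing: 5 min between mix addition and reading. Benchmarks: DMSO neutral and TFP positive wells.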
ERAP1 HTS inh – ERAP1 (human) enzyme inhibition | Q9NZ08 | recombinant ERAP1, Leu-AMC fluorescence, 60 min | inhibition, % at 10.7 µM | 340,000 compounds, 0.15% hits | AID 652197;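 active = mean replicate inhibition of at least 30%, or all replicates individually reaching that 30% level; inactive = mean below 30% and not every replicate reaching it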;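 note: 0% = neutral control wells and 100% = L-leucinethiol positive control wells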
Target sequence (Q9NZ08 whole entry, looked up): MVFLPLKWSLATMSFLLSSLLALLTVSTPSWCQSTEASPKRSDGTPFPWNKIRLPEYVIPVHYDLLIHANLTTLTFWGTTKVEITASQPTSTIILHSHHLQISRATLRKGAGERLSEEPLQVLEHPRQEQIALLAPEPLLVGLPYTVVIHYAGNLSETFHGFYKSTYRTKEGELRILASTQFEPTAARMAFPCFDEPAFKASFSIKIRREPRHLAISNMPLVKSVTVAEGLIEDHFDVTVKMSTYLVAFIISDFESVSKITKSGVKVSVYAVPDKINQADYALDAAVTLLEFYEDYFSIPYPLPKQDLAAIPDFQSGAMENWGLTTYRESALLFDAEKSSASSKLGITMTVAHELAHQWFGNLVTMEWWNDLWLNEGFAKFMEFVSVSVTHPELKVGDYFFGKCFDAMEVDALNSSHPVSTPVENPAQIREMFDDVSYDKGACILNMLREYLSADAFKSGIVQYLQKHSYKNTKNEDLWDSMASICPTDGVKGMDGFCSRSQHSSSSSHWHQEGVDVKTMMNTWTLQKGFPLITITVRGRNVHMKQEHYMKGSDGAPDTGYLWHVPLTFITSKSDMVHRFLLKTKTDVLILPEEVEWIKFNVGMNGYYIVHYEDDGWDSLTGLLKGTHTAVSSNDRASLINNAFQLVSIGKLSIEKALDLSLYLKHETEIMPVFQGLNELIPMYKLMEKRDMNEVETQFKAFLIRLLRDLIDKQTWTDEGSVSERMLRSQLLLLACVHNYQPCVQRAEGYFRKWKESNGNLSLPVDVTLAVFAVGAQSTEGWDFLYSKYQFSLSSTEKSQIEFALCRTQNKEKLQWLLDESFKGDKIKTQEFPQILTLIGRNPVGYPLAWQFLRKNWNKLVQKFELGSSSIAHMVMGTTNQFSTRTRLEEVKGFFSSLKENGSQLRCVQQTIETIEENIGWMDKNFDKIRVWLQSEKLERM
LGR2 antag – inhibitors of bursicon-induced Drosophila LGR2 receptor cAMP signaling; inhibition, % at 9.99 µM; HEK293 LGR2, CRE-luciferase, bursicon-stimulated, 4 h; AID 720647; 380,000 compounds, 0.35% hits;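 active = drop in luminescence signal, shown as inhibition above about 50% in the replicate tests, limit read from the data, passing the limit was not always enough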;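 note: agonist challenge used bursicon conditioned medium at about half maximal strength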
PglD inh – PglD (C. jejuni) enzyme inhibition; purified PglD enzyme, DTNB colorimetric CoA detection; inhibition, % at 12.5 µM; 360,000 compounds, 0.098% hits; AID 602405; in the data active = inhibition above about 16%, passing the limit was not always enough; note: strong numbers were not always called active
PAX8 inh HTS – inhibitors of PAX8 transcriptional activity in RMG-I cells; 360,000 compounds, 1.2% hits; AID 652154; inhibition, % at 12.6 µM; RMG-I TPO-luciferase reporter, SteadyGlo, 24 h;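 active = mean replicate inhibition at least 60% with every replicate also reaching 60%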;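 note: luciferase light reporting Pax8 driven TPO promoter activity; plate controls were median of neutral control wells for no effect and mitoxantrone controls for full effect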
EWS-Fli block – blocks EWS/Fli oncoprotein-driven transcription; A673 NR0B1-luciferase reporter, viability-normalised; 350,000 compounds, 0.67% hits; inhibition, % at 12.6 µM;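 active = mean inhibition of at least 50% after viability correction, with every replicate also passing that limit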;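 note: firefly luciferase signal divided by Alamar Blue viability fluorescence both relative to DMSO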
FN deposit inh – fibronectin deposition inhibition | AH1F fibroblasts, Alexa488-fibronectin deposition fluorescence, overnight | 350,000 compounds, 0.086% hits | AID 743247 | inhibition, % at 12.6 µM;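 active = mean inhibition across replicates of 30% or more, regardless of how many single replicates reach that level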;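 note: positive control wells lacked labelled fibronectin entirely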
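Material: AH1F fibroblast monolayer depositing Alexa488-labelled fibronectin into matrix / Amount: 10000 AH1F cells per well / Signal: fluorescence 485/525 nm / Medium: DMEM, 2% serum / Compound: single dose, pinned / Incubation: 1 h cell adhesion before compound, then overnight fibronectin incubation / Reagent: Alexa488-FN, 24 nM final / Read-out: inhibition of fibronectin deposition signal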
PGC1a acetyl inh – modulators of PGC1a acetylation. 350,000 compounds, 0.17% hits. U2OS PGC1a acetylation, AlphaScreen anti-acetyl-lysine; with virally co-expressed GCN5 acetyltransferase. inhibition, % at 15.6 µM;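 active = every replicate shows inhibition of at least 40%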;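 note: 0% = neutral control wells and 100% = positive control wells; some results beyond the cut were filed as inactive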
Active calls of the source: *; . = no result given.

Order of results: S100A4 MyoIIA, ERAP1 HTS inh, LGR2 antag, PglD inh, PAX8 inh HTS, EWS-Fli block, FN deposit inh, PGC1a acetyl inh
CC(=O)C[C@@H](O)CC(=O)[C@H]1OC(=O)[C@H](C)C/C=C\Cc2ccccc21
  7, ., -9, -3, 10, 1, 1, 3
COc1ccc(NC(=O)N(C)C[C@H]2Oc3c(NC(=O)c4ccncc4)cccc3C(=O)N([C@@H](C)CO)C[C@H]2C)cc1
  -4, -4, -1, 0, -17, -5, 0, 0
O=C(Nc1ccc(F)cc1)N1C[C@@H]2[C@H](c3ccccc31)[C@H](CO)N2C(=O)c1cccnc1
  -11, -1, -1, 1, -1, -24, -10, 7
Cc1ccc(S(=O)(=O)N/N=C\c2cccnc2)cc1
  -5, -3, -3, -1, ., ., ., -7
CCOc1ccc(C(=O)NCc2ccccn2)cc1
  -3, 2, -9, -5, ., -38, ., 1
COCCNC(=O)C(OC(=O)c1ccco1)c1ccc(OC)cc1 (centres undefined)
  -13, 1, 5, -1, 10, 10, 10, -2
CC(C)C(NC(=O)OCc1ccccc1)C(=O)NC(Cc1ccc(O)cc1)C(=O)O (centres undefined)
  -9, 0, -2, -4, -16, 2, ., -3
C/C(=N\NS(=O)(=O)c1ccc(C)c([N+](=O)[O-])c1)c1ccc2c(c1)OCO2
  0, 1, 21, ., -1, -1, -9, -2
COc1ccccc1CNC(=O)C1CCN(S(=O)(=O)c2c(C)noc2C)CC1
  ., ., ., -5, 0, ., -4, 36
C[C@H]1CN([C@@H](C)CO)C(=O)c2cccc(NC(=O)c3ccncc3)c2O[C@H]1CN(C)C(=O)Nc1ccc(C(F)(F)F)cc1
  5, 0, 17, -2, 11, -3, ., 4
CCOC(=O)C1CCN(C(=O)Cn2c(=O)c3cccn3c3cccnc32)CC1
  2, -1, -1, -6, 7, ., -5, 0
NC(=O)CNC(=O)[C@@H]1CC2(CC(c3ccc(Cl)cc3)=NO2)CN1C(=O)c1ccc(Br)cc1 (some centres undefined)
  3, -3, 4, 0, 3, 1, 1, -1
O=C(CN1CCOCC1)NC[C@@H]1N[C@@H](CO)[C@H]1c1ccc(-c2ccccc2)cc1
  -6, ., -5, 1, 9, -1, 6, -2
COc1ccc(C(OC(=O)c2c(C)noc2C)C(=O)NC2CCCC2)cc1 (centres undefined)
  -2, 2, 2, -2, ., 7, ., .
CCc1cnc(N2[C@@H](C#N)[C@@H](c3ccc(C#Cc4ccccc4F)cc3)[C@@H]2CO)s1
  2, -1, 7, 3, 22, 0, 4, -28
CCCCn1c(N)c(N(CC(C)C)C(=O)CCCn2c(=O)oc3ccccc32)c(=O)[nH]c1=O
  -54, 0, -11, -2, -13, 5, 0, 1
Cc1ccc(NC(=S)NCC(O)c2ccccc2)c(C)c1 (centres undefined)
  1, -1, -13, 13, -9, -12, 8, 3
CCCCn1nc2cc(C(=O)NC3CCCc4ccccc43)ccc2c1OCC (centres undefined)
  2, -3, -14, -1, 0, 5, 5, -6
COc1cccc(CNC(=O)[C@@H]2[C@@H](CO)[C@@H]3Cn4c(cccc4=O)[C@H]2N3C(=O)C2CCCCC2)c1
  -2, -3, -4, -6, ., -7, -1, .
O=C(Nc1c(-c2ccccc2)nc2ccccn12)c1ccccc1
  -3, 0, 12, -2, 8, 10, -1, .
O=C(Nc1nnc(S(=O)(=O)Cc2ccc(F)cc2)s1)c1ccccc1F
  -2, 1, 6, 1, -1, ., -1, 2
CCN(CC)S(=O)(=O)c1ccc(C)c(NC(=O)Cn2cnc3cc([N+](=O)[O-])ccc3c2=O)c1
  -1, -1, 3, -5, 5, 1, ., 13
CCN(CC)S(=O)(=O)c1ccc(N2CCOCC2)c(NC(=O)COc2ccc(C#N)cc2)c1
  -1, ., 6, -1, 2, 7, 1, -8
O=C(/C=C/c1ccc([N+](=O)[O-])cc1)NCc1cccs1
  ., ., -10, -1, -30, ., 3, .
Cc1ccc(O)c(-n2nc3ccccc3n2)c1
  -6, -4, -172, ., -129, -95, -4, -5
C[C@@H]1CN([C@H](C)CO)C(=O)c2cccc(NC(=O)Nc3ccc(C(F)(F)F)cc3)c2O[C@H]1CN(C)C(=O)Nc1cccc2ccccc12
  -27, -1, 40, -3, ., 14, 11, 6
CCN(CC)S(=O)(=O)c1cc(NC(=O)CN2C(=O)NC3(CCCc4ccccc43)C2=O)ccc1C (centres undefined)
  0, 0, ., ., 15, 22, 7, .
O=C(/C=C/c1ccccc1)N1CCN(S(=O)(=O)c2ccc(F)cc2)CC1
  0, 2, -12, ., 0, 9, -3, 17
CN(C(=O)COC(=O)c1ccc(=O)n(Cc2ccccc2)n1)C1CCS(=O)(=O)C1 (centres undefined)
  -1, -5, 13, 7, -7, -2, -7, -4
O=[N+]([O-])c1ccc(NN=Cc2cccc3ccccc23)cc1
  2, 1, -2, -4, -2, -10, ., -6
CCC(=O)Oc1ccc2oc(=O)cc(C)c2c1
  ., ., -27, 1, -29, ., -2, 7
CCOC(=O)N1CCN(C(=O)CN2C(=O)COc3ccc(S(=O)(=O)N4CCOCC4)cc32)CC1
  -1, 1, 4, -4, 3, -2, 4, .
Cc1ccc(S(=O)(=O)N(C)C[C@@H]2Oc3ccc(NS(=O)(=O)c4ccc(F)cc4)cc3C(=O)N([C@@H](C)CO)C[C@H]2C)cc1
  ., ., -11, -1, 8, -3, ., 1
Cc1nc2ccccc2c(C(=O)O)c1-c1ccccn1
  0, 0, 15, -3, -9, 1, 4, 7
O=C(Nc1nnc(CCN2CCCCC2)s1)c1ccccc1
  0, 0, 3, 0, -22, -17, -10, -4
C[C@@H]1CN([C@@H](C)CO)C(=O)Cc2cc(NS(=O)(=O)c3ccc(F)cc3)ccc2O[C@@H]1CN(C)Cc1ccc(C(F)(F)F)cc1
  0, -2, -11, 2, 23, 13, -14, 6
C[C@@H]1CN([C@@H](C)CO)C(=O)c2cc(NS(=O)(=O)c3ccc(Cl)cc3)ccc2O[C@H]1CN(C)Cc1ccc(Cl)c(Cl)c1
  14, -4, 0, 7, 2, 11, ., 4
O=[N+]([O-])c1cc(Br)c2nsnc2c1N1CCOCC1
  -4, 3, -1, 6, -7, -3, 4, 4
Cn1c(CCN2CCCCC2)nc2cc([N+](=O)[O-])ccc21
  1, -5, 4, -6, ., -2, ., 3
O=[N+]([O-])c1cccc(-c2ccc(SCc3cccnc3)nn2)c1
  1, -2, -31, ., -42, -53, -19, -21
Cc1ccc(NC(=O)C(C)OC(=O)c2cc(=O)[nH]c3ccccc23)cc1S(=O)(=O)N1CCOCC1 (centres undefined)
  -2, -2, -8, 3, -3, -3, -3, 9
O=C(NC1CCCC1)[C@@H]1[C@@H](CO)[C@@H]2Cn3c(cccc3=O)[C@H]1N2CC1CCCC1
  2, -2, -5, -2, ., -1, ., .
CCN(CC)c1cc(C)c(C#N)c2nc3ccccc3n12
  -7, ., ., 4, 0, 11, 7, 3
CCOC(=O)CC1NC(=O)c2ccccc21 (centres undefined)
  ., ., ., -6, 10, ., -10, 6
Cc1noc(C)c1NC(=O)Nc1cccc2c1O[C@H](CN(C)S(=O)(=O)c1ccc(F)cc1)[C@@H](C)CN([C@@H](C)CO)C2=O
  0, -1, 1, 0, ., 7, ., 0

Sorted by heavy-atom count (largest number first): some entries from above.
Order of results: S100A4 MyoIIA, ERAP1 HTS inh, LGR2 antag, PglD inh, PAX8 inh HTS, EWS-Fli block, FN deposit inh, PGC1a acetyl inh
C[C@@H]1CN([C@@H](C)CO)C(=O)Cc2cc(NS(=O)(=O)c3ccc(F)cc3)ccc2O[C@@H]1CN(C)Cc1ccc(C(F)(F)F)cc1
  0, -2, -11, 2, 23, 13, -14, 6
Cc1ccc(S(=O)(=O)N(C)C[C@@H]2Oc3ccc(NS(=O)(=O)c4ccc(F)cc4)cc3C(=O)N([C@@H](C)CO)C[C@H]2C)cc1
  ., ., -11, -1, 8, -3, ., 1
O=C(Nc1nnc(CCN2CCCCC2)s1)c1ccccc1
  0, 0, 3, 0, -22, -17, -10, -4

(list continues)
Order of results: S100A4 MyoIIA, ERAP1 HTS inh, LGR2 antag, PglD inh, PAX8 inh HTS, EWS-Fli block, FN deposit inh, PGC1a acetyl inh
CC1CC(=O)N(CC(=O)NCc2ccc3c(c2)OCO3)c2ccccc2S1 (centres undefined)
  ., ., -32, 4, ., ., 6, -20
O=C(NCc1ccccc1F)c1ccc(S(=O)(=O)N2CCCC2)cc1
  14, 0, -6, 4, 0, 13, ., 6
C[C@@H]1CN([C@@H](C)CO)C(=O)c2c(c3ccccc3n2C)-c2ccccc2CO[C@@H]1CN(C)S(=O)(=O)c1cccc(F)c1
  -4, 0, 0, 0, -55, -1, 14, -5
Cc1cc(S(=O)(=O)N2CCOCC2)ccc1OCC(=O)Nc1cccc(F)c1
  1, -8, -4, 0, -5, 13, 1, -34
O=C(C[C@H]1CC[C@@H]2[C@H](COC[C@H](O)CN2C(=O)c2ccccn2)O1)N1CCN(c2ccccc2)CC1
  -4, -5, 4, -1, 7, -2, -2, -4
C/C=C/c1ccc([C@H]2[C@@H](CO)N(CC3CC3)[C@@H]2CN(C(C)=O)C(C)C)cc1
  2, -5, -20, ., ., -7, 0, .
C=CCn1c(SCC(=O)Nc2ccc(O)cc2)nc2sc(C)c(C)c2c1=O
  -6, 3, -4, -8, 15, 9, 2, -6
O=C(CNc1n[nH]c(=O)[nH]c1=O)N/N=C/C1CC=CCC1 (centres undefined)
  -3, 5, -8, ., -3, -3, -12, -5
Cc1ccccc1Nc1nn2c(=O)c3ccccc3nc2s1
  ., ., ., -3, -123, ., -8, 0
COc1ccc(S(=O)(=O)Nc2ccc3c(c2)C(=O)N([C@H](C)CO)C[C@@H](C)[C@@H](CN(C)Cc2ccc(C(=O)Nc4ccccc4N)cc2)O3)cc1
  10, 1, -9, 3, ., 56*, ., 7
Cc1nc2cc(C(F)(F)F)ccc2n1CCNc1nc(-c2cc(Cl)c(N)c(Cl)c2)cs1
  -5, 4, 12, 3, 5, 49, 21, -6
O=C(NCC(F)(F)F)[C@H]1[C@H](CO)[C@H]2Cn3c(cccc3=O)[C@@H]1N2C(=O)C1CCC1
  6, 2, -11, -3, ., 0, -11, .
COc1ccc(C2CC(c3ccccc3C(F)(F)F)=NN2c2ccc(S(N)(=O)=O)cc2)cc1 (centres undefined)
  1, 5, 18, -4, 25, -3, 3, -5
Cc1ccc2cc(C#N)c(SCc3nnc(-c4ccccc4[N+](=O)[O-])o3)nc2c1
  ., ., -14, -4, -21, ., 2, 22
Cc1c(-c2cc[n+]([O-])cc2)oc2ccc(Br)cc2c1=O
  -1, -1, -8, ., 12, -4, -18, .

Structural class: the entries above with a COOH group (2)
Order of results: S100A4 MyoIIA, ERAP1 HTS inh, LGR2 antag, PglD inh, PAX8 inh HTS, EWS-Fli block, FN deposit inh, PGC1a acetyl inh
CC(C)C(NC(=O)OCc1ccccc1)C(=O)NC(Cc1ccc(O)cc1)C(=O)O (centres undefined)
  -9, 0, -2, -4, -16, 2, ., -3
Cc1nc2ccccc2c(C(=O)O)c1-c1ccccn1
  0, 0, 15, -3, -9, 1, 4, 7
